High-throughput results: PubChem BioAssay, several laboratories
OXTR agonist – human OXTR agonists, primary screen, fluorescence, CHO-OTR cells, Fluo-8 calcium; Oxytocin receptor (Homo sapiens), P30559; Fluo-8 calcium fluorescence; normalized: DMSO 0%, oxytocin 100%; activation, % at 3 µM; actives 0.32% (n = 320,000); AID 2435, 2010;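 active means activation above the mean of all tested compounds plus 3 SD, cutoff set per screening run, cut at about 20% in these data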;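 further: peak over basal fluorescence ratio from a 100 s FLIPR kinetic read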
Target sequence (P30559 whole entry, looked up): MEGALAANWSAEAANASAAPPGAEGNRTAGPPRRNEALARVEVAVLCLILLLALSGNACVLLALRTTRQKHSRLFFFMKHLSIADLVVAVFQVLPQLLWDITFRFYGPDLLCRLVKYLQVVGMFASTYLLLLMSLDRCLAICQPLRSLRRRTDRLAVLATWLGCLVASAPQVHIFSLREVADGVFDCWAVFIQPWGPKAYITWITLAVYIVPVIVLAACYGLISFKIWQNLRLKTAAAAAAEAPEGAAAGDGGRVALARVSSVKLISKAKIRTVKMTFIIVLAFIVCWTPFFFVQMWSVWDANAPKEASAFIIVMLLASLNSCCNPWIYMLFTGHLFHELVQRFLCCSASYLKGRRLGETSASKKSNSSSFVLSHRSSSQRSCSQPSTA
M18AAP inhibitor – PfM18AAP inhibitors, malaria aminopeptidase, primary screen, biochemical, QFRET, recombinant enzyme; inhibition, % at 7.35 µM; M18 aspartyl aminopeptidase (Plasmodium falciparum 3D7); actives 1.2% (n = 290,000); H-Glu-NHMec fluorogenic cleavage;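 active means inhibition above the campaign mean inhibition over all tested compounds plus 3 SD, cut at about 28% in these data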;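 further: 0% = plate median of test compound wells and 100% = 2 mM ZnCl2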
V1aR counter – agonists of human V1a receptor, primary screen, counter-screen for OXTR agonist project, fluorescence, CHO-V1R cells | activation, % at 3 µM | Fluo-8 calcium fluorescence, agonist mode; 0% DMSO, 100% 3 nM vasopressin | AID 2797, 2010 | Vasopressin V1a receptor (Homo sapiens), P37288 | actives 0.25% (n = 320,000);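 active means activation above the mean activation of all tested compounds plus 3 SD, per screening run, cut at about 20% in these data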;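 further: signal is peak over basal fluorescence ratio across a 100 second FLIPR read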
GPR7 antag – GPR7 receptor antagonists, primary screen, cell-based, fluorescence, single concentration. inhibition, % at 4.4 µM. Neuropeptides B/W receptor type 1 (Homo sapiens), P48145. GPR7-expressing cells, fluorescence antagonist assay. AID 1861, 2009. actives 1.1% (n = 290,000); in the data active means inhibition above about 16%, passing the limit was not always enough;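 further: cells stimulated with the agonist NPW; 0% = agonist with vehicle and 100% = vehicle without agonist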
Target sequence (P48145 whole entry, looked up): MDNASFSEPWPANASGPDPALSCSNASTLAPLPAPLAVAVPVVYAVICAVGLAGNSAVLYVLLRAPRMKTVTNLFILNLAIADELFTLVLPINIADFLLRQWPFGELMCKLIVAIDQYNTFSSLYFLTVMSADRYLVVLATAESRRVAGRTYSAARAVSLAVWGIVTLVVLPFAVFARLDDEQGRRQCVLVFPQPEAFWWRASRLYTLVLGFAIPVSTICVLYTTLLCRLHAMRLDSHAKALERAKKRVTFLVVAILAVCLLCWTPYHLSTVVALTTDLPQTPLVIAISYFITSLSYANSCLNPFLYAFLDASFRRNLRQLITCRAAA
OXTR potentiate – human OXTR potentiators, primary screen, fluorescence, CHO-OTR cells, Fluo-8 calcium | Oxytocin receptor (Homo sapiens), P30559 | Fluo-8 calcium fluorescence, potentiator mode; 0% = oxytocin EC15, 100% = EC100 | activation, % at 3 µM | actives 0.061% (n = 320,000) | AID 2445, 2010;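 active means activation above that plate's cutoff, the mean activation of tested compounds plus 3 SD, cut at about 6.6% in these data, passing the limit was not always enough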;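 further: 100% uses oxytocin at 75 nM as the full agonist control; some results filed as inactive read as strong as hits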
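System: human OTR in CHO cells; Also added: sub-maximal oxytocin, roughly EC15; Timing: compound 6 min at room temperature before oxytocin, 100 s read; Technique: Fluo-8 intracellular calcium fluorescence, ex 470-495, em 515-575 nm; Controls: oxytocin EC15 low and EC100 high; Replication: singlicate.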
NALP1 yeast inh – NALP1 inflammasome inhibitors in reconstituted yeast, colorimetric, S. cerevisiae, triplicate retest | S. cerevisiae NALP1/ASC/caspase-1 growth, X-gal OD620, 72 h | inhibition, % at 10 µM | actives 0.61% (n = 280,000); in the data active means inhibition mostly above about 24%, no sharp cut-off; inactive means mostly below about 32%; further: some compounds called inactive have numbers as strong as hits
GalR3 antag – GalR3 antagonists in HEK293 cells, primary screen, cell-based, fluorescence readout | Galanin receptor type 3 (Homo sapiens), O60755 | actives 0.44% (n = 360,000) | HEK293 GalR3-CNG cAMP membrane potential fluorescence; galR3 body fused to GalR1 C-terminus | inhibition, % at 3 µM;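 active means inhibition above the screen-wide average plus 3 SD, cut at about 13% in these data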;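 further: forskolin and galanin both at EC90 stimulate the cells; cAMP rise reported by CNG channel membrane potential dye signal; 0% = forskolin plus galanin with DMSO and 100% = forskolin alone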
Target sequence (O60755 1-299 limits assumed): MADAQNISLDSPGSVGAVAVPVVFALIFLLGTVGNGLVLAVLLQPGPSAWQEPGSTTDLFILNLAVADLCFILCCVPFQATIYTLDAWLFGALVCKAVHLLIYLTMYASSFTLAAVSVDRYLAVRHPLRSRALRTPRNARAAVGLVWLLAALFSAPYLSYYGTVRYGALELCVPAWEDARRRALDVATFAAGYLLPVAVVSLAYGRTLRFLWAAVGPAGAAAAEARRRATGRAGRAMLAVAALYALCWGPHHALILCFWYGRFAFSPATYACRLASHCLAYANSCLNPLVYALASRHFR
MEKK2 WT-MEK5 – modulators of MEK5 binding to wildtype MEKK2, primary screen, biochemical, multiplex bead flow cytometry, Alexa488-MEK5; actives 1.1% (n = 290,000); Mitogen-activated protein kinase kinase kinase 2 (Homo sapiens), Q9Y2U5; binding response (% of control), % at 10 µM; Alexa488-MEK5 binding to MEKK2 WT; actives lie on both sides; in the data active means binding response below about 67% or above about 130%
MEKK2 mut-MEK5 – MEK5 binding signal on mutant MEKK2 PB1, primary screen, biochemical, multiplex bead flow cytometry, Alexa488-MEK5; Alexa488-MEK5 binding to MEKK2 mutant; percent response, % at 10 µM; actives 0.35% (n = 290,000); in the data active means percent response above about 24%, passing the limit was not always enough; further: inactives centre near 1; some results filed as inactive read as strong as hits
* = called active by the depositor; nt = not tested or not shown.

SMILES	OXTR agonist	M18AAP inhibitor	V1aR counter	GPR7 antag	OXTR potentiate	NALP1 yeast inh	GalR3 antag	MEKK2 WT-MEK5	MEKK2 mut-MEK5
CC1C(C(=O)Nc2ccccc2)CCCC1(C)C(=O)O (configuration not stated)	0.0	1	0.4	-9	0	8	-5	99	-1
Cc1nccn1CC(=O)c1ccc(O)c(O)c1	1.4	nt	0.4	nt	-2	nt	-3	nt	nt
CC(NC(=O)CN(C)CC(=O)Nc1ccccc1Br)c1ccccc1 (configuration not stated)	1.1	nt	-0.6	nt	0	nt	-1	nt	nt
Cc1cc(C(=O)NCc2ccco2)no1	1.0	-3	-0.1	-6	-3	6	-1	108	6
Cc1ccc2nc(NCCC(=O)O)nc(-c3ccccc3)c2c1	1.5	1	0.3	5	-7	28	-6	96	-42
CC1CCc2sc(C(=O)NN)cc2C1 (configuration not stated)	-1.0	2	0.1	-18	-6	9	-2	94	-4
CC1CCN(C(=O)CSc2nnc(-c3ccco3)o2)CC1	-0.7	-6	0.0	-6	-7	-2	-2	102	2
COC(=O)c1c[nH]c(=O)c2ccccc12	-0.3	-6	1.3	-3	-3	-8	-3	92	-9
Cc1ccc(C(=O)NC2CC(C)(C)NC(C)(C)C2)cc1S(=O)(=O)N1CCCCC1	-0.1	nt	-1.1	nt	-6	nt	-1	nt	nt
CCOC(=O)c1c(/N=C/C2=C(O)CC(C)(C)CC2=O)sc(C)c1C	-1.4	26	0.3	5	-1	29	0	96	-3
COc1cc(C#Cc2c(-c3cncn3C)n(C)c3ccc(Br)cc23)cc(OC)c1	0.0	nt	-0.8	nt	-4	nt	-7	nt	nt
Cc1cc(NC(=O)CSc2nc3cc(Cl)ccc3s2)no1	-1.1	6	-0.5	-11	-9	8	-1	110	7
C=CCc1ccc(OCc2ccc(C(=O)O)o2)c(OC)c1	0.1	-7	0.0	13	-6	8	-11	102	4
COc1ccc(/C=C/C(=O)OCC(=O)N(C)CC(=O)Nc2ccc(C)cc2)c(OC)c1	-0.4	nt	0.5	nt	-4	nt	-3	nt	nt
CCN1CCCC1CNC(=O)Cn1cccc1C(=O)c1ccccc1C (configuration not stated)	-0.6	3	-0.9	-12	-2	0	-2	101	2
Fc1cccc(-c2c(-c3ccccc3)ncc3cc(F)ccc23)c1	-0.9	nt	-0.7	nt	-3	nt	-6	nt	nt
COc1ccc(-n2cc(CNCC3CCOCC3)c(-c3cccc(F)c3)n2)cc1	2.2	-5	0.2	4	-12	9	-5	122	0
O=C(Nc1ncc2c(n1)-c1ccccc1CC2)c1ccccc1	-2.2	5	-0.6	-6	-1	-13	-2	101	-1
CC(C)(C)NCC(O)COc1ccccc1C(=O)CCc1ccccc1 (configuration not stated)	5.2	20	3.2	12	-5	12	-11	113	6
Cc1onc(-c2ccccc2)c1C(=O)NCC1CCCO1 (configuration not stated)	3.9	-2	1.3	-2	-4	-12	3	106	5
CSc1ccc(CNC(=O)C2Cc3cc(S(=O)(=O)N4CCCC4)ccc3N2C(C)=O)cc1 (configuration not stated)	-0.5	-2	0.3	1	3	5	4	111	11
COC(=O)c1cc(C(=O)Nc2cc(C)ccn2)cc([N+](=O)[O-])c1	-0.6	1	0.1	-10	-1	0	1	101	7
O=C(CSc1nnc(-c2cccs2)n1-c1ccccc1)N1CCCc2ccccc21	-0.5	1	-0.8	-8	1	0	-4	98	0
COc1cc(NC(=O)C2C3CCC(O3)C2C(=O)O)cc(OC)c1 (configuration not stated)	1.6	2	-0.4	-9	1	20	-11	106	1
O=C(N/N=C/c1ccccn1)c1ccc(NC(=O)c2ccccc2Cl)cc1	3.1	-4	6.0	-13	-9	-4	-10	101	-1
(more compounds)
SMILES	OXTR agonist	M18AAP inhibitor	V1aR counter	GPR7 antag	OXTR potentiate	NALP1 yeast inh	GalR3 antag	MEKK2 WT-MEK5	MEKK2 mut-MEK5
O=C(Nc1ccc(S(=O)(=O)N2CCOCC2)cc1)C1COc2ccccc2O1 (configuration not stated)	2.9	1	5.1	10	-14	2	-5	105	3
CCOC(=O)C1(CC2CC2)CCN(S(=O)(=O)C[C@]23CC[C@H](CC2=O)C3(C)C)CC1	-1.9	7	-1.9	5	-36	3	7	102	3
COC(=O)c1ccsc1NC(=O)CN1CCN(c2ncccn2)CC1	-0.4	4	1.4	1	-8	3	-4	110	6
COc1cc(CNc2ccc3[nH]c(=O)[nH]c3c2)ccc1OCC(=O)NC(C)(C)C	0.2	-23	0.1	-7	-1	12	-2	91	-4
CN1CC(=O)N(CC(=O)NCc2ccc(F)cc2)c2ccccc2C1=O	1.4	4	0.0	-11	-7	-3	-3	113	11
COC(c1ccc(Cl)cc1)(c1ccc(Cl)cc1)C(Oc1nccc(C)n1)C(=O)O (configuration not stated)	0.0	-8	0.1	-11	2	-23	-11	102	4
CCN(CC)CC#CC(O)(c1ccccc1)c1ccccc1	0.1	0	0.4	-12	-1	-5	-2	99	2
Cc1cccc(N2CCN(C(=O)N3CCOCC3)CC2)c1C	-0.3	0	0.0	-3	-27	-1	-5	99	-9
O=C(N/N=C/c1ccc(Cl)cc1Cl)C(=O)NC1CC1	-1.1	8	-0.7	-6	-1	9	-4	105	1
CCOC(=O)c1ccc(S(=O)(=O)n2c(=O)oc3ccccc32)cc1	19	nt	14	nt	-13	nt	-3	nt	nt
CCC(=O)N1CCc2cc(Br)cc(S(=O)(=O)NCc3ccccc3OC)c21	-0.2	-7	1.1	9	-8	6	-10	102	8
Cc1cccc(Sc2nc(-c3ccccc3)ccc2C#N)c1	-0.7	-2	-1.1	-6	-5	9	-6	109	9
COc1ccc(CNC(=O)COC(=O)CCN2C(=O)C3CC=CCC3C2=O)cc1OC (configuration not stated)	-0.4	nt	0.0	nt	-10	nt	-3	nt	nt
O=C(Nc1ccc(OC(F)(F)F)cc1)Oc1ccccc1N1CCOCC1	3.7	13	3.8	-15	-11	nt	-1	92	-8
Cc1cccc(NC(=O)c2cc3c(=O)n4ccccc4nc3s2)c1	-0.1	-11	0.5	-1	-6	18	-10	96	-3
COc1ccc(/C=N/NC(N)=S)cc1OC(=O)c1ccccc1	0.3	4	0.8	3	-14	-17	0	97	-1
CC(=O)c1ccc(N(CC(=O)NC2CCCC2)C(=O)CNC(=O)c2cccs2)cc1	0.0	0	-0.2	0	-8	-5	2	83	-11
Cc1cc(NC(=O)CCc2ccc(-c3ccccc3)o2)no1	1.0	-23	1.0	19	3	-77	1	102	3
O=C(Cn1ccc2cc(S(=O)(=O)N3CCCC3)ccc21)NCc1ccco1	0.9	3	1.8	-5	-3	28	-7	101	-3
CCOC(=O)c1nn(-c2ccc(Cl)cc2)c2nc(Nc3ccccc3)cc(=O)n12	0.1	-12	-0.4	16	-9	8	0	nt	nt
O=C(NC(=S)Nc1ccc2oc(=O)ccc2c1)c1cccc(F)c1	0.3	10	0.9	1	-9	22	-11	99	3
Cc1ccc(CNC(=O)Cn2cnc3cc([N+](=O)[O-])ccc3c2=O)cc1	-0.1	-4	0.8	-2	-10	10	-3	107	0
COCCSc1nc(N)c(NC(=O)c2ccc(OC)cc2)c(=O)[nH]1	-0.5	-3	1.4	-7	-6	0	-5	100	3
Cc1nn(C)c(C)c1CN(C)C(=O)CCCC(=O)O	0.6	-19	1.3	0	0	-21	-3	93	3
CN1CC(=O)N(CC(=O)Nc2ccc(N3CCOCC3)cc2)C1=O	-1.0	nt	0.1	nt	-3	nt	-6	nt	nt
(further entries)
SMILES	OXTR agonist	M18AAP inhibitor	V1aR counter	GPR7 antag	OXTR potentiate	NALP1 yeast inh	GalR3 antag	MEKK2 WT-MEK5	MEKK2 mut-MEK5
COc1ccccc1CNCc1ccc(OC)c(OC)c1OC	0.1	-12	0.4	0	-1	-64	-12	92	8
Cc1csc2nc(SCC(=O)Nc3ccccc3F)[nH]c(=O)c12	0.0	1	5.1	-11	-10	-8	-1	107	-1
COc1ccc(N2CCN(CCCNC(=O)CCCn3c(=O)[nH]c4ccsc4c3=O)CC2)cc1	-0.1	4	0.4	-1	-4	27	-6	nt	nt
O=C(c1ccccc1)N1CCN(Cc2c[nH]c3ccccc23)CC1	2.0	-11	1.1	-4	-4	1	-4	100	4
c1ccc2c(c1)nc(N1CCOCC1)c1c3ccccc3[nH]c21	-0.7	3	-1.3	-16	-10	16	-7	111	6
N#Cc1ccccc1Sc1ccccc1C(=O)Nc1ccc2ccccc2c1	0.0	0	1.3	7	-12	24	-5	97	2
CC(OC(=O)CCN=C1NS(=O)(=O)c2ccccc21)C(=O)c1ccccc1 (configuration not stated)	2.7	nt	1.7	nt	-4	nt	-1	nt	nt
Cc1ccc2ccccc2[n+]1CCCS(=O)(=O)[O-]	0.9	1	-0.2	-8	-6	-5	1	111	1
CC(C)(C)c1cc(/C=N/NC(=O)C[n+]2ccccc2)cc(C(C)(C)C)c1O	-0.7	-2	1.0	1	-2	-9	-13	117	14
CCCC(=O)Nc1c2c(nn1-c1ccc(F)cc1)CS(=O)(=O)C2	0.0	-7	0.1	-4	-1	-17	-7	107	5
COc1cc(C2Nn3c(nnc3-c3ccccc3OC)S2)ccc1O (configuration not stated)	1.1	17	0.1	-11	-8	-6	6	102	3
N#Cc1ccc(OCC(=O)Nc2cc(S(=O)(=O)N3CCOCC3)ccc2N2CCOCC2)cc1	-0.1	0	1.0	-11	-5	-7	-7	95	-14
O=C(O)CCCCCn1c(O)c(C=C2N=c3ccccc3=N2)sc1=S	6.3	20	5.4	9	-13	-4	-3	98	1
Cc1ccccc1NC(=O)c1ccc(N/N=C/c2ccccc2O)c([N+](=O)[O-])c1	-0.1	2	1.1	1	-2	12	5	nt	nt
NC(=O)CC(NC(=O)Cc1cccc2ccccc12)c1ccc(NCCN2CCCC2)c([N+](=O)[O-])c1 (configuration not stated)	2.9	-3	-0.4	3	-3	15	-1	100	-3
Cc1ccc(C)c(NC(=O)COC(=O)c2ccc3ccccc3n2)c1	-1.3	nt	1.2	nt	0	nt	-4	nt	nt

Full records as entered above.
COC(=O)c1c[nH]c(=O)c2ccccc12 is listed as OXTR agonist = -0.3; M18AAP inhibitor = -6; V1aR counter = 1.3; GPR7 antag = -3; OXTR potentiate = -3; NALP1 yeast inh = -8; GalR3 antag = -3; MEKK2 WT-MEK5 = 92; MEKK2 mut-MEK5 = -9
Cc1ccc(CNC(=O)Cn2cnc3cc([N+](=O)[O-])ccc3c2=O)cc1 is listed as OXTR agonist = -0.1; M18AAP inhibitor = -4; V1aR counter = 0.8; GPR7 antag = -2; OXTR potentiate = -10; NALP1 yeast inh = 10; GalR3 antag = -3; MEKK2 WT-MEK5 = 107; MEKK2 mut-MEK5 = 0
O=C(Nc1ccc(OC(F)(F)F)cc1)Oc1ccccc1N1CCOCC1 is listed as OXTR agonist = 3.7; M18AAP inhibitor = 13; V1aR counter = 3.8; GPR7 antag = -15; OXTR potentiate = -11; NALP1 yeast inh = nt; GalR3 antag = -1; MEKK2 WT-MEK5 = 92; MEKK2 mut-MEK5 = -8
